# Source: PubChem
# TcdB inh: TcdB glycohydrolase inhibitors, primary screen, biochemical, single point, plate reader | inhibition, % at 9.99 µM | TcdB glycohydrolase enzymatic assay | 350,000 tested, 0.24% active | Toxin B (Clostridioides difficile), P18177; in the data active means inhibition above about 10%
# Target sequence (P18177 whole entry, looked up): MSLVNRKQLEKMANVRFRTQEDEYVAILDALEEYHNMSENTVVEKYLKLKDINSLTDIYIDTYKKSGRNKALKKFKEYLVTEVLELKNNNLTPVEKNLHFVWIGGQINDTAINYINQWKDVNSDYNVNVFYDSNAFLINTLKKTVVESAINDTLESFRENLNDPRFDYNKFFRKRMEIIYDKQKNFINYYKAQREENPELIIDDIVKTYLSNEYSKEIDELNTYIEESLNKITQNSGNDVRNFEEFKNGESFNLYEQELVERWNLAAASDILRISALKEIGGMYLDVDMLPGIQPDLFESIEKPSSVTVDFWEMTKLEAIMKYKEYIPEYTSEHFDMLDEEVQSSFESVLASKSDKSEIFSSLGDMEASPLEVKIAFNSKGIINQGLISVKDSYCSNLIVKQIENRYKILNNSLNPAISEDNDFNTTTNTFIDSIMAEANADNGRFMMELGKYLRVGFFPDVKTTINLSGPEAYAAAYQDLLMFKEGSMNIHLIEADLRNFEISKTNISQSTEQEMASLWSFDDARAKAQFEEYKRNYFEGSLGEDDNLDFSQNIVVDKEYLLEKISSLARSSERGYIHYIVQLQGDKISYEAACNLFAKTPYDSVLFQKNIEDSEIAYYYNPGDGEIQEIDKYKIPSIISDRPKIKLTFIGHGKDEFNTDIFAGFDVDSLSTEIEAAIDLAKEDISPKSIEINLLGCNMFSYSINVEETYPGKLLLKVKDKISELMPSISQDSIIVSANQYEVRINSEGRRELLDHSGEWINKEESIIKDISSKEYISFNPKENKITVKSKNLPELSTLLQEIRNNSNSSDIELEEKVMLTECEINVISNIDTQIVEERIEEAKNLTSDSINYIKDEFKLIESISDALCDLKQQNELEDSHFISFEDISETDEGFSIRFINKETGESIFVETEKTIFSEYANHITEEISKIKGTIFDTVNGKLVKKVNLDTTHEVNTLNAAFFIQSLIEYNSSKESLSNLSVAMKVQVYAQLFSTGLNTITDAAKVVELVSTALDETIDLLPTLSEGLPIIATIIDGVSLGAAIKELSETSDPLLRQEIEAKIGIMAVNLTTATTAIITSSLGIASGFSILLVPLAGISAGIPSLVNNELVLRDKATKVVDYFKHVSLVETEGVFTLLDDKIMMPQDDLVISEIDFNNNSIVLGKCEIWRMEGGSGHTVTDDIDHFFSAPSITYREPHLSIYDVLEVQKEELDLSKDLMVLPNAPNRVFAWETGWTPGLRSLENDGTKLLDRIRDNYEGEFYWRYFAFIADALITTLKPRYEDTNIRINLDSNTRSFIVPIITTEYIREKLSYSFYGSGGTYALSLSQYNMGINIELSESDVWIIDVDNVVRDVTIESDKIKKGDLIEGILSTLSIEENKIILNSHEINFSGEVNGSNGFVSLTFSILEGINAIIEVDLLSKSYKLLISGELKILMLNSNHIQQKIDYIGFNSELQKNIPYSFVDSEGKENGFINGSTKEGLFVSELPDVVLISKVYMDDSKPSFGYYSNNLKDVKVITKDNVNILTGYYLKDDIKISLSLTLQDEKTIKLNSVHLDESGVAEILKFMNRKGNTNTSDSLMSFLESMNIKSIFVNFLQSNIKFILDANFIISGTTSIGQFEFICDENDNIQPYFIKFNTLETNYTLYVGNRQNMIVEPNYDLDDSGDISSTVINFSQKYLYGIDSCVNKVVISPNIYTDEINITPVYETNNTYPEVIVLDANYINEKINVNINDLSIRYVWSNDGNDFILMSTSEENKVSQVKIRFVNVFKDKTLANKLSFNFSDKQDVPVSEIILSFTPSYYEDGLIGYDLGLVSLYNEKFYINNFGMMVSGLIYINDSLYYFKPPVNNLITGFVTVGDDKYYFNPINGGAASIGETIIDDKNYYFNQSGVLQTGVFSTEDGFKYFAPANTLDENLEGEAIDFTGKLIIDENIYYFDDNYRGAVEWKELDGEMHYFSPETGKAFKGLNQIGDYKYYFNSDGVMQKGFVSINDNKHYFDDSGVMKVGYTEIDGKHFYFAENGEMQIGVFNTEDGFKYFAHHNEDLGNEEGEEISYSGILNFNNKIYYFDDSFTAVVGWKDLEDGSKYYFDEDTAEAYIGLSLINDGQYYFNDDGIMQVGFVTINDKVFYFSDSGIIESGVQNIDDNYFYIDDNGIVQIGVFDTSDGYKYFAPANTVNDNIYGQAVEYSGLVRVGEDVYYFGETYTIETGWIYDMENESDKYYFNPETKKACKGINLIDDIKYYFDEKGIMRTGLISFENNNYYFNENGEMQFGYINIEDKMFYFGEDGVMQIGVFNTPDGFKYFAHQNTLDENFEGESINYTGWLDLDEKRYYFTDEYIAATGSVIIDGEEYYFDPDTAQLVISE
# PfHsp40 yeast: rescue of yeast from PfHsp40 toxicity, primary screen, S. cerevisiae, ATP luminescence. S. cerevisiae expressing PfHsp40, growth rescue. growth rescue, % at 12.5 µM. 340,000 tested, 0.68% active. AID 504582, 2011; in the data active means growth rescue above about 28%, passing the limit was not always enough; inconclusive means no clear call, values can overlap the other calls;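 further: yeast W303a lacking pdr1 and pdr3 grown in galactose medium; growth measured after three days at 30 °C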
# SARS 3CLpro inh: SARS-CoV 3CLpro protease inhibitors, primary screen, biochemical, quenched FRET; recombinant SARS-CoV 3CLpro, quenched FRET peptide cleavage; inhibition, % at 6 µM; 290,000 tested, 0.14% active; in the data active means inhibition above about 12%
# SSB-PriA inh: inhibitors of Klebsiella pneumoniae PriA binding to SSB C-terminal tail, primary screen, biochemical, AlphaScreen; 430,000 tested, 0.6% active; inhibition, % at 33 µM; AlphaScreen SSBct-PriA binding, biotinylated peptide; in the data active means inhibition mostly above about 37%, no sharp cut-off; inactive means mostly below about 20%;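 further: plate controls were negative control peptide for no effect and reference peptide for full effect; strong numbers were not always called active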
# Y pestis TopoI: Yersinia pestis topoisomerase I inhibitors, primary screen, biochemical, cleavage product accumulation, plate reader, single point. 360,000 tested, 0.064% active. Y. pestis Topo-I cleavage product accumulation. DNA topoisomerase I (Yersinia pestis CO92). activity, % at 10 µM; in the data active means activity above about 50%, passing the limit was not always enough; inconclusive means no clear call, values can overlap the other calls; further: inactives centre near 2
# BoNT-A LC inh2: BoNT/A light chain protease inhibitors, primary screen, biochemical, flow cytometry, MLPCN library. multiplex microsphere protease substrate cleavage. inhibition, % at 10 µM. 360,000 tested, 0.17% active. AID 588499, 2011; further: plate controls were buffer without enzyme for full effect and enzyme alone for no effect
# CCHFV vOTU inh: CCHFV vOTU protease inhibitors, primary screen, biochemical, Pep-AMC substrate, fluorescence. AID 651958, 2012. inhibition, % at 11.5 µM. 370,000 tested, 0.55% active; in the data active means inhibition above about 30%; further: 0% = vehicle wells with enzyme and 100% = no enzyme wells
# BH1578 lux ind: inducers of Vibrio cholerae quorum light production without autoinducers, primary screen, BH1578 luxS cqsA deficient, single point; V. cholerae BH1578 lux reporter, luminescence, 6 h; activation, % at 18.7 µM; 350,000 tested, 0.16% active; AID 588436, 2011; in the data active means activation mostly above about 9.7%, no sharp cut-off; inconclusive means no clear call, values can overlap the other calls; inactive means mostly below about 3.7%; further: not every result past the cut was called active; inactives centre near 0; reference of the scale not given here
# Anthrax LF inh2: Bacillus anthracis LF protease inhibitors, primary screen, biochemical, multiplex microsphere, MLPCN library; Lethal factor (Bacillus anthracis), P15917; multiplex microsphere protease cleavage assay; inhibition, % at 10 µM; 360,000 tested, 0.12% active; further: plate controls were buffer without enzyme for full effect and enzyme alone for no effect
# VHR inh abs: VHR1 phosphatase inhibitors, primary screen, biochemical, absorbance, uHTS; Dual specificity protein phosphatase 3 (Homo sapiens), P51452; recombinant VHR phosphatase, pNPP absorbance; inhibition, % at 13.3 µM; 290,000 tested, 0.52% active; in the data active means inhibition above about 50%; further: some compounds called inactive have numbers as strong as hits
# * hit, by the source's call; i = inactive; ? = inconclusive; nt = no result given. Unless noted, no stated cut-off is given here; in the data, active means inhibition above about 30%; inconclusive means no clear call, values can overlap the other calls; inactive means below that. This is a subset. The share of hits here may be higher or lower than overall.
SMILES,TcdB inh,PfHsp40 yeast,SARS 3CLpro inh,SSB-PriA inh,Y pestis TopoI,BoNT-A LC inh2,CCHFV vOTU inh,BH1578 lux ind,Anthrax LF inh2,VHR inh abs
Cc1ccc(-n2ncc3c(=O)n(Cc4cccnc4)cnc32)cc1,nt,0.9,-2,-4,6,0.6,-8,-1.8,-3,-6
Cc1ccccc1N=Nc1c(N)n[nH]c1N,3.9,-0.6,1,27,-2,nt,12,-0.6,nt,19
CC(C)C[C@@H](CN1CCC[C@@H]1CN1C(=O)C(=O)NC[C@@H]1Cc1ccccc1)N1C[C@H](Cc2ccc(O)cc2)N(CCc2ccccc2)C(=O)C1=O,1.0,-1.0,nt,0,17,0.0,8,-1.1,-6,nt
CCN(CC)P(=O)(Nc1ccc([N+](=O)[O-])cc1)c1c(C)nn(CCC#N)c1NC(=O)c1ccc(Cl)cc1Cl (stereo unspecified),-1.2,-0.1,1,10,8,-0.7,16,-0.2,-3,17
COc1ccccc1-c1nnc(SCC(=O)Nc2ccc(S(N)(=O)=O)cc2)n1C,nt,-0.7,-4,4,10,-3.0,6,-0.2,-4,18
COc1ccc(C2NC(=O)NC(O)(C(F)(F)F)C2C(=O)c2ccc(C)cc2)cc1 (stereo unspecified),0.5,0.4,-3,14,-6,-0.7,-18,i,-12,4
O=C(Nc1nc(-c2ccccc2)cs1)Nc1ccc(F)cc1F,-0.2,4.9,1,9,-10,-0.1,-3,i,-6,4
CCCN(CC(=O)Nc1ccccc1C)C(=O)c1cnc(C)cn1,1.8,-0.6,nt,0,-9,4.7,10,i,5,nt
NC(=S)N/N=C/c1c(O)c(Br)cc2oc3c(c12)CCCC3,1.2,0.6,-2,nt,-4,0.8,9,-0.3,-2,17
COc1cccc(-n2c(COc3ccc(C)cc3)nnc2SCC(N)=O)c1,nt,0.3,2,2,12,-0.8,-14,i,0,25
COc1ccc(CN(C(=O)c2ccco2)c2ccc(C)c(C)c2)cc1,0.7,2.3,10,6,23,1.0,-3,-0.2,-11,-1
CCC(CC)c1nnc(NC(=O)c2c(-c3ccccc3)noc2C)s1,-1.3,0.2,2,-1,-6,0.0,3,-0.5,-9,50*
O=C(Nc1ccc(Br)cc1)c1ccc(N2C(=O)C3CCCCC3C2=O)cc1 (stereo unspecified),1.5,1.6,4,-8,14,-2.4,-6,-0.3,-1,27
COC(=O)CNC(c1ccccc1)c1cc(Br)ccc1NC(=O)CNC(=O)OCc1ccccc1 (stereo unspecified),nt,3.0,2,5,15,-0.3,nt,-0.3,-2,8
COc1ccc2oc(C(=O)NC(C)c3ccccn3)c(C)c2c1 (stereo unspecified),1.2,0.0,nt,-5,7,0.7,3,i,-6,nt
O=C(NCC1OCCCN1S(=O)(=O)c1cc(F)ccc1F)C(=O)NC1CCCCCC1 (stereo unspecified),0.8,-0.5,3,-4,-1,-0.5,-14,-0.2,-1,15
CCN(c1ccccc1)S(=O)(=O)c1ccc(N2CCN(c3ccc(OC)cc3)CC2)nc1,0.6,0.4,nt,9,3,-5.0,10,-0.3,-2,nt
Cc1ccc(NC(=O)N/C=C/c2ccco2)c(C)c1,nt,0.7,7,-16,9,2.4,-5,4.2,2,13
CCn1c(CNC(=O)c2ccco2)nnc1SCCOc1ccccc1,-0.1,1.6,3,-6,2,-2.7,-3,-0.7,-12,31
Cn1nccc1NC(=O)CC1(CC(=O)O)CCCCC1,0.5,nt,-2,0,6,nt,9,-0.7,nt,17
O=C(CN1CCCC1)N1c2ccccc2Sc2ccc(Cl)cc21,0.9,24,2,-1,-13,-0.5,6,-0.9,5,13
O=C(COC(=O)CCC(=O)c1ccc(F)cc1)Nc1ccc(N2CCOCC2)cc1,nt,1.1,-4,-2,-1,-0.9,-5,i,-4,17
NC(=O)Cn1c(O)c(N=NC(=O)CNC(=O)/C=C/c2ccccc2)c2ccccc21,-1.8,-1.2,2,9,-1,-2.3,11,i,-3,21
CC(=O)c1ccc(N2CCN(S(=O)(=O)c3cccc4nsnc34)CC2)cc1,3.0,-2.9,-1,-16,4,-0.7,25,-0.7,0,14
O=S(=O)(NCC1CCC(NS(=O)(=O)c2c(F)cccc2F)CC1)c1ccc2c(c1)OCCO2 (stereo unspecified),0.7,-0.1,nt,-27,5,-0.4,-13,i,-2,nt
CC1(C)CC(NCCN2CCN(C3=CC(=C(C#N)C#N)CC(C)(C)C3)CC2)=CC(=C(C#N)C#N)C1,1.0,-1.4,2,-10,2,-0.2,-14,-0.3,0,20
O=C(CSc1nc(O)cc(=O)[nH]1)N1c2ccccc2CCc2ccccc21,0.3,1.8,3,-8,8,-0.1,14,-2.4,-6,13
COc1ccc(-c2nnc(-c3cc4ccccc4oc3=O)o2)cc1,nt,-0.9,2,6,4,-1.4,15,i,3,0
COc1cccc(-c2coc3cc4oc(=O)c(CC(=O)O)c(C)c4cc23)c1,-1.8,-0.9,4,-6,5,-3.3,2,i,-8,57*
C/C(=N\NC(=O)c1cc(C)nc2ccccc12)c1ccc([N+](=O)[O-])cc1,-0.5,1.1,1,nt,-6,-1.0,20,5.2,-2,11
N#C/C(=C/c1ccc2c(c1)OCO2)C(=O)NCCc1c[nH]c2ccccc12,-0.2,1.4,-3,6,1,-1.2,nt,3.8,-7,16
O=C(O)CCCCCNc1nc(=S)[nH]c2ccccc12,nt,0.2,4,-6,-9,1.2,5,-0.4,-4,5
Cc1cc2c(=O)n(CC(=O)N3CCN(c4ccccc4)CC3)cnc2s1,nt,0.6,3,-13,-5,0.4,10,0.4,-2,21
CC(C)(C(=O)N1CCC1(C)C(=O)NS(=O)(=O)c1ccccc1Cl)c1ccccc1 (stereo unspecified),0.4,nt,nt,nt,-5,0.0,14,-0.4,3,nt
O=C(O)c1ccccc1C(=O)c1ccc(-c2ccccc2)cc1,-2.7,0.5,3,-1,4,1.3,4,i,5,nt
COc1ccc(-n2ncc(Cl)c(Cl)c2=O)cc1,2.5,nt,1,-21,2,-0.5,-7,-0.2,-2,6

# Single records, from the list above. Values in the order: TcdB inh | PfHsp40 yeast | SARS 3CLpro inh | SSB-PriA inh | Y pestis TopoI | BoNT-A LC inh2 | CCHFV vOTU inh | BH1578 lux ind | Anthrax LF inh2 | VHR inh abs
# N#C/C(=C/c1ccc2c(c1)OCO2)C(=O)NCCc1c[nH]c2ccccc12 as listed: -0.2 | 1.4 | -3 | 6 | 1 | -1.2 | nt | 3.8 | -7 | 16
# CC1(C)CC(NCCN2CCN(C3=CC(=C(C#N)C#N)CC(C)(C)C3)CC2)=CC(=C(C#N)C#N)C1 as listed: 1.0 | -1.4 | 2 | -10 | 2 | -0.2 | -14 | -0.3 | 0 | 20
# O=S(=O)(NCC1CCC(NS(=O)(=O)c2c(F)cccc2F)CC1)c1ccc2c(c1)OCCO2 (stereo unspecified) as listed: 0.7 | -0.1 | nt | -27 | 5 | -0.4 | -13 | i | -2 | nt
# O=C(CSc1nc(O)cc(=O)[nH]1)N1c2ccccc2CCc2ccccc21 as listed: 0.3 | 1.8 | 3 | -8 | 8 | -0.1 | 14 | -2.4 | -6 | 13
# COc1cccc(-c2coc3cc4oc(=O)c(CC(=O)O)c(C)c4cc23)c1 as listed: -1.8 | -0.9 | 4 | -6 | 5 | -3.3 | 2 | i | -8 | 57*

# Remaining list, next part.
SMILES,TcdB inh,PfHsp40 yeast,SARS 3CLpro inh,SSB-PriA inh,Y pestis TopoI,BoNT-A LC inh2,CCHFV vOTU inh,BH1578 lux ind,Anthrax LF inh2,VHR inh abs
CC(=O)N1CCN(c2ccc(S(=O)(=O)N3CCOCC3)cc2[N+](=O)[O-])CC1,-2.4,2.3,nt,-10,-8,-0.1,28,5.0,-3,nt
Cc1c(CN2CCC(CO)(Cc3ccccc3)CC2)c2ccccc2n1C,0.8,-0.9,-2,16,-8,-0.3,6,i,0,17
Oc1ccc(Br)cc1/C=N/Nc1ncc(-c2ccccc2)cn1,-0.5,-0.6,6,nt,-5,0.1,6,-1.0,1,11
CN(C)CCCNC(=O)c1ccc(-c2nc(-c3ccc(Cl)cc3)cs2)cc1,nt,3.7,-2,-19,-37,-2.0,-5,nt,3,18
COc1ccc(OC)c(CNS(=O)(=O)c2cc(-c3cc(C)no3)ccc2OC)c1,-0.1,1.1,1,-13,0,-3.5,-5,i,-2,4
COCc1cc(C)nc2sc(C(=O)NN)c(-n3cccc3)c12,-14,0.7,4,2,0,-1.1,-1,-0.7,-6,15
Cc1[nH]nc(Nc2ccc(O)cc2)c1[N+](=O)[O-],5.5,0.7,2,8,0,-1.7,4,i,5,26
FC(F)(F)c1ccnc(N2CCN(Cc3cnc(-c4ccccc4)[nH]3)CC2)c1,-0.7,-0.2,5,-3,7,-0.4,12,7.1,1,-3
N#CCOc1ccc(C2=NO[C@@H]3[C@@H]4C[C@@H]([C@H]5C(=O)N(c6ccc7c(c6)OCO7)C(=O)[C@@H]45)[C@H]23)cc1,-0.4,0.6,-1,6,1,0.8,8,-2.2,0,21
CC(NC(=O)c1cc2ccccc2o1)c1cccs1 (stereo unspecified),nt,0.8,1,-15,-1,-0.6,1,-0.4,-3,17
NNC(=S)Nc1cc(S(=O)(=O)N2CCOCC2)ccc1N1CCOCC1,-5.7,-0.1,-1,0,22,-0.1,-12,-0.3,-5,0
O=C(Nc1ccccc1)c1ccc[nH]1,-0.1,0.1,4,0,-7,-0.1,0,i,1,7
Cc1cc(C)c2nc(-c3cccnc3)cc(C(=O)NC(C)c3cnn(C)c3C)c2c1 (stereo unspecified),2.1,-0.9,-3,-15,2,2.5,-43,i,-3,30
Cc1ccccc1-n1nc(C)c2cc(C(=O)N3CCN(S(=O)(=O)c4ccc(F)cc4)CC3)sc21,nt,0.3,2,-2,37,-0.6,-10,i,0,-14
CCc1ccc(OCc2nnc(-c3ccccc3Br)o2)cc1,-0.1,-0.7,nt,-78,35,nt,-1,i,nt,nt
O=C(c1cccc([N+](=O)[O-])c1)N1CCN(S(=O)(=O)N2CCCCC2)CC1,0.6,-0.6,5,0,4,1.4,16,-5.3,0,16
CCOC(=O)N1CCC(N2CC34C=CC(O3)C(C(=O)Nc3ccc(C)cc3)C4C2=O)CC1 (stereo unspecified),-0.9,-0.3,2,-3,3,-0.1,-1,-0.2,0,13
COc1ccc(OC)c(NC(=O)CC2Oc3ccccc3NC2=O)c1 (stereo unspecified),0.9,0.3,-5,-2,-2,-4.4,23,-1.5,-11,13
Cn1cc(-c2cc(C(=O)O)on2)cn1,1.1,-0.2,2,1,1,-0.6,-3,i,-3,17
Cc1onc(-c2ccccc2)c1-c1csc(N/N=C/c2ccccc2)n1,-0.1,-0.5,6,i,8,?,10,-0.7,-10,3
O=C(Nc1nnc(SCC(=O)N2CCCCC2)s1)c1ccc(F)cc1F,0.7,-1.1,8,12,-2,0.4,17,-0.3,-3,16
CCOC(=O)CC1CCCCN1C(=O)c1ccc2nc(CCOC)oc2c1 (stereo unspecified),-2.2,-0.5,1,0,-5,-1.6,6,-0.2,0,-48
O=C(Nc1ccc(F)cc1)N1CCN(c2ncccn2)CC1,-0.8,0.9,4,-11,-3,0.3,17,-1.0,-1,20
COc1cc(OC)c(NC(=O)CN(C)S(=O)(=O)c2ccc3[nH]c(=O)oc3c2)cc1Cl,2.8,-0.3,4,-8,-5,-0.7,3,i,2,-16
